# Anthrax LF prot – anthrax lethal factor protease inhibition. hit rate 0.12% among 360,000. inhibition, % at 10 µM. AID 588501. multiplex microsphere protease cleavage assay, LF; also: plate controls were buffer without enzyme for full effect and enzyme alone for no effect
# Mtb BioA inh – blocks M. tuberculosis BioA enzyme activity; AID 602481; inhibition, % at 9.99 µM; purified M. tuberculosis BioA enzyme, plate reader; hit rate 0.096% among 360,000; in the data active = inhibition above about 40%; inconclusive = no clear call, values can overlap the other calls
# BoNT-F LC inh – BoNT F light chain protease inhibition | inhibition, % at 10 µM | hit rate 0.22% among 360,000 | Multiplex microsphere protease cleavage assay, flow cytometry; in the data active = inhibition above about 35%, passing the limit was not always enough; inconclusive = no clear call, values can overlap the other calls; also: plate controls were buffer without enzyme for full effect and enzyme alone for no effect
# FBA Mtb inh – inhibitors of M. tuberculosis fructose-bisphosphate aldolase. hit rate 2.3% among 360,000. inhibition, % at 1 µM. P9WQA3. purified M. tuberculosis FBA, fluorescence read-out; in the data active = inhibition above about 27%;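 also: 0% = vehicle and 100% = reference inhibitor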
# Target sequence (P9WQA3 whole entry, looked up): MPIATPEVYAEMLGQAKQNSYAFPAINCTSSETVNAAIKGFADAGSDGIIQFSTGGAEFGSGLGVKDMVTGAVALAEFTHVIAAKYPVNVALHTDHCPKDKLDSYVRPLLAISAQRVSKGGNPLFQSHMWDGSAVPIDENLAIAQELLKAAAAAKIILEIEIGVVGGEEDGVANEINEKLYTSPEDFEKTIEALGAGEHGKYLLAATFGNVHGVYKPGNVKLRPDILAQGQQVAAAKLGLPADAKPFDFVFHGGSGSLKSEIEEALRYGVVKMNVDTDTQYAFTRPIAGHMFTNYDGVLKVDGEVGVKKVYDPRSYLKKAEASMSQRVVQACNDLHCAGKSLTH
# PfHsp40 rescue – compounds rescuing yeast from Plasmodium falciparum HSP40 toxicity | growth rescue, % at 12.5 µM | AID 504582 | S. cerevisiae expressing PfHsp40, growth rescue, ATP luminescence | hit rate 0.68% among 340,000; in the data active = growth rescue above about 28%, passing the limit was not always enough; inconclusive = no clear call, values can overlap the other calls;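 also: yeast W303a lacking pdr1 and pdr3 grown in galactose medium; growth measured after three days at 30 °C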
# FadD28 binding – inhibitors of Mycobacterium tuberculosis FadD28 bisubstrate binding; inhibition, % at 12.5 µM; hit rate 0.22% among 360,000; FadD28 bisubstrate probe binding, fluorescence polarization; in the data active = inhibition above about 8.5%, passing the limit was not always enough; inconclusive = no clear call, values can overlap the other calls
# GDH-TPI inh – GDH-TPI coupled enzyme inhibition counter-screen; GDH-TPI coupled enzyme counterscreen, NADH absorbance; inhibition, % at 4.8 µM; hit rate 1.2% among 360,000; in the data active = inhibition above about 30%;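 also: 0% = DMSO wells and 100% = wells lacking the enzyme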
# BoNT-A LC inh2 – blocks Botulinum neurotoxin A light chain protease | hit rate 0.17% among 360,000 | inhibition, % at 10 µM | multiplex microsphere protease substrate cleavage, flow cytometry; also: plate controls were buffer without enzyme for full effect and enzyme alone for no effect
# Mtb UGM inh – Mtb UDP-galactopyranose mutase inhibition. P9WIQ1. purified UGM, fluorescence polarization probe displacement. inhibition, % at 10 µM. hit rate 0.06% among 320,000; in the data active = inhibition above about 10%, passing the limit was not always enough; inconclusive = no clear call, values can overlap the other calls
# Target sequence (P9WIQ1 whole entry, looked up): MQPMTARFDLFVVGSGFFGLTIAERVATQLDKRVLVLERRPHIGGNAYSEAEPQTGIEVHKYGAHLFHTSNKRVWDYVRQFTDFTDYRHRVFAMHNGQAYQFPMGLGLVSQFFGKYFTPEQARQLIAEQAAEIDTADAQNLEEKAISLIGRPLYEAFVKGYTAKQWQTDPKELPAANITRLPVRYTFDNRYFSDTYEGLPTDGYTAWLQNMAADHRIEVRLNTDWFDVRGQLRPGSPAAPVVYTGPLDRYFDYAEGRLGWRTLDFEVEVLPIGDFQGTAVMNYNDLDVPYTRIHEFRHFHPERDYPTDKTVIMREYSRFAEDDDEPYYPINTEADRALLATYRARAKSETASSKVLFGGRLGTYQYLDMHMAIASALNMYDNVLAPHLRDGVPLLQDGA
# Starred values were filed as active, the others as inactive; ? = inconclusive; . = not tested or not shown. Rule as the data show it, unless noted: active = inhibition above about 30%; inconclusive = no clear call, values can overlap the other calls; inactive = below that.
SMILES,Anthrax LF prot,Mtb BioA inh,BoNT-F LC inh,FBA Mtb inh,PfHsp40 rescue,FadD28 binding,GDH-TPI inh,BoNT-A LC inh2,Mtb UGM inh
CC(=O)N1CCc2cc(NC(=O)C3(C)CCN3Cc3ccc(C(C)C)cc3)ccc21 (configuration not stated),-4,1.4,-6,0,.,-0.8,12,-0.5,.
O=C(NCc1ccccc1)C(=O)Nc1cccc(C(=O)O)c1,9,-8.9,-5,-1,0.5,-0.3,9,-0.4,0.0
CN(C)c1cccc(NC(=O)c2ccc(-c3ccc(F)c(F)c3)c3ccoc23)c1,-1,-0.7,-1,1,.,-0.6,9,0.0,.
O=C1CC(N2CCC(c3nc4ccccc4o3)CC2)C(=O)N1c1ccc(F)cc1 (configuration not stated),-3,.,8,4,0.5,-3.9,-12,-0.4,-1.6
NC(=O)c1ccccc1N/C=C/C(=O)c1ccc(Cl)cc1,-1,-1.0,-10,14,-0.5,1.0,27,-0.1,3.3
O=C(Nc1cccnc1N1CCOCC1)c1ccco1,1,-1.3,-10,-2,0.1,-1.4,15,0.4,3.2
Cc1ccc(CNC(=O)C2CCCN(c3nc4ccccc4o3)C2)cc1 (configuration not stated),-5,-0.2,-8,1,1.1,-1.7,-2,-1.3,2.0
CCCC[N+]12CCC(CC1)C(Cc1ccccc1)C2 (configuration not stated),0,-2.2,?,7,.,0.1,2,0.4,0.3
CCCCC1CCC(C(=O)N(C)CC(=O)Nc2cccc(F)c2)CC1 (configuration not stated),-6,5.6,-13,0,4.1,-2.4,7,-4.4,-1.8
CCN(CC)C(=O)C1CCCN(Cc2ccccc2C(F)(F)F)C1 (configuration not stated),-2,0.1,0,2,0.6,-1.1,6,0.5,-1.5
CCCC(=O)NC(C)c1nc2ccccc2n1CC (configuration not stated),2,-1.8,-4,-1,-0.8,-0.6,10,-2.0,4.6
O=C1CN(CC(=O)Nc2ccc(Cl)cc2)CCN1,-8,-0.5,-30,1,-0.4,0.5,3,-2.2,-1.0

# Molecules listed so far with a furan ring, fused or not (2):
SMILES,Anthrax LF prot,Mtb BioA inh,BoNT-F LC inh,FBA Mtb inh,PfHsp40 rescue,FadD28 binding,GDH-TPI inh,BoNT-A LC inh2,Mtb UGM inh
CN(C)c1cccc(NC(=O)c2ccc(-c3ccc(F)c(F)c3)c3ccoc23)c1,-1,-0.7,-1,1,.,-0.6,9,0.0,.
O=C(Nc1cccnc1N1CCOCC1)c1ccco1,1,-1.3,-10,-2,0.1,-1.4,15,0.4,3.2

# Two entries picked at random from the list so far:
SMILES,Anthrax LF prot,Mtb BioA inh,BoNT-F LC inh,FBA Mtb inh,PfHsp40 rescue,FadD28 binding,GDH-TPI inh,BoNT-A LC inh2,Mtb UGM inh
O=C1CC(N2CCC(c3nc4ccccc4o3)CC2)C(=O)N1c1ccc(F)cc1 (configuration not stated),-3,.,8,4,0.5,-3.9,-12,-0.4,-1.6
CCCCC1CCC(C(=O)N(C)CC(=O)Nc2cccc(F)c2)CC1 (configuration not stated),-6,5.6,-13,0,4.1,-2.4,7,-4.4,-1.8

# New compounds follow.
SMILES,Anthrax LF prot,Mtb BioA inh,BoNT-F LC inh,FBA Mtb inh,PfHsp40 rescue,FadD28 binding,GDH-TPI inh,BoNT-A LC inh2,Mtb UGM inh
Cc1cc(C)n2nc(C(=O)Nc3cccnc3)nc2n1,-3,65*,-7,2,-0.9,-2.6,-12,0.0,1.9
CN(Cc1cc([N+](=O)[O-])ccc1Cl)C(=O)C[n+]1ccccc1,-1,-0.5,1,-3,0.1,.,0,0.1,1.2
CCC(=O)N1CCc2cc(S(=O)(=O)CCC(=O)N(C)c3ccc(OC)cc3OC)ccc21,0,2.4,1,5,-0.1,-0.8,13,-0.3,0.1
COc1ccc(N2CCN(c3oc(COc4ccccc4Cl)nc3C#N)CC2)cc1,-10,-2.0,-1,-1,0.2,-2.9,11,?,0.5
Cc1nc2ccc(NC(=O)c3cc(S(=O)(=O)N4CCOCC4)ccc3C)cc2s1,3,0.6,-2,-2,-0.3,-1.3,-15,-0.4,-0.3
CN1C(=O)CCC2(c3ccccc3)CC=C(O)C=C12 (configuration not stated),-3,0.0,3,-6,0.4,-2.9,-3,-0.8,.
Cc1nc2c(N=Nc3ccccc3F)c(N)nn2c(N)c1C#N,-8,.,-5,-12,-0.2,-1.5,8,-1.0,-2.1
CC(C)Cc1ccc(C(=O)NCCOc2ccccc2)o1,-1,0.7,-4,-2,0.1,-1.0,2,-1.4,-3.7
O=C1NC[C@H](c2ccccc2)OC(=O)[C@H](Cc2ccc(F)cc2)C/C=C\C[C@H]1CC(=O)N(CCO)Cc1ccccc1,-7,-7.3,2,8,3.9,-3.3,16,0.6,0.5
CCOc1ccc(NC(=O)CN(C)C(=O)Cc2ccc3c(c2)OCCO3)cc1OCC,-3,0.9,2,2,.,-0.5,11,-0.1,.
COc1ccc([C@H]2CC(=O)C=C(c3ccc(-c4ccccc4)c(F)c3)C2)cc1,-2,-0.6,-9,-2,-0.7,-2.6,0,0.1,5.8
Cn1c(SCc2ccc(C(C)(C)C)cc2)nnc1C1COc2ccccc2O1 (configuration not stated),.,1.5,.,-3,.,-3.5,1,.,-0.1
O=C(O)c1cc(-c2ccco2)nn1-c1cccc(Cl)c1,2,.,-7,8,6.4,1.8,-4,-0.8,0.9
CS(=O)(=O)c1ccccc1-c1nnc(NC(=O)CCS(=O)(=O)c2ccc(Cl)cc2)o1,0,-1.0,4,3,1.1,-2.4,-1,-2.4,0.5
CC1CN(C(=O)C2(C)CC2(Cl)Cl)CC(C)O1 (configuration not stated),-1,.,0,-3,2.1,-2.2,-3,-0.3,-1.1
COc1ccc(CN(C)C(=O)c2cc(S(=O)(=O)NCc3ccccc3)ccc2C)c(OC)c1,-1,.,-1,-2,1.1,-2.0,-4,1.8,0.8
CC(c1nc2ccccc2[nH]1)N(C(=O)Cc1csc2ccccc12)c1cccnc1 (configuration not stated),1,1.5,10,0,.,-0.6,.,0.2,.
CC[C@]12c3[nH]c4ccccc4c3CCN1C(=O)C(CC(=O)NC/C=C(\C)CCC=C(C)C)C[C@@H]2C(=O)N1CCN(C(=O)C2CC2)CC1 (some centres not stated),-3,-0.4,-6,0,-1.2,-1.2,7,-0.1,-0.3
CCOC(=O)c1[nH]c2ccc(OC)cc2c1NC(=O)c1ccc(OC)c(OC)c1,-5,.,-6,0,-0.8,-1.3,3,-0.9,-0.9
COC(=O)c1c(NC(=O)C2CC(C)=C(C)CC2C(=O)O)sc2c1CCCCC2 (configuration not stated),-2,1.9,-6,4,1.8,-0.5,7,-1.5,2.5
COc1ccc([C@@]23Oc4cc(OC)cc(OC)c4[C@]2(O)[C@H](O)[C@H](C(=O)N(C)C)[C@H]3c2ccccc2)cc1,7,.,2,2,-1.7,-0.1,-8,0.1,.
Cc1ccc(OCCN2C(=O)S/C(=C\c3ccc(C)o3)C2=O)cc1,0,.,-10,-1,1.0,-1.4,12,2.3,-4.8
COc1ccc(OC)c(NC(=O)c2ccc(-n3cccn3)nc2)c1,-3,.,6,-6,-0.9,-4.1,-5,0.6,0.4
O=S(=O)(NCCN1CCOCC1)c1ccc(-c2ccc(S(=O)(=O)NCCN3CCOCC3)cc2)cc1,18,-1.2,-13,3,0.2,-2.5,4,1.6,3.4
CCN1CCN(c2ccc(S(=O)(=O)N3CCOCC3)cc2NC(=O)c2ccc(C(F)(F)F)cc2)CC1,-2,0.8,16,-2,-0.9,0.6,-6,0.1,3.4
O=c1cc(-c2ccc(O)cc2)oc2c1ccc1ccccc12,-9,.,-1,11,-0.2,0.0,14,0.4,0.9
C/C(CC(=O)Nc1ccc2c(c1)OCCO2)=N\NC(=O)COc1ccc(C)cc1,-7,0.0,-16,-1,-2.1,-0.7,-1,0.2,0.3
O=C(O)Cn1nc(-c2ccccc2)cc1-c1ccccc1,15,0.8,-13,-2,-0.5,-4.8,-5,-1.4,0.9
CC(C)(C)S(=O)N1Cc2ccc(CO)cc2[C@@H]1CCO (some centres not stated),-4,-0.9,-6,2,-0.9,-0.1,-2,-0.1,.
O=C(CSc1ccccc1)NCC1(N2CCOCC2)CCCCC1,.,.,.,-1,1.0,-2.5,3,.,4.7
Cn1nc(C(F)(F)F)c2cc(C(=O)N3CCOCC3)sc21,-8,.,-8,2,0.6,1.0,1,-0.4,-1.6
COc1ccc(OC)c(C2CC(=O)Nc3cc(OC)c(OC)c(OC)c32)c1 (configuration not stated),-4,-1.7,-11,6,-1.1,-1.3,8,-0.5,.
COc1ccc(C(CNC(=O)CNC(=O)c2cccc(F)c2)N2CCOCC2)cc1 (configuration not stated),-4,0.9,1,6,.,-2.1,7,-0.2,.
O=C(Nc1cccc(S(=O)(=O)N2CCCCC2)c1)c1cncc(Br)c1,0,-0.3,-9,4,0.8,-2.2,2,-0.4,3.1
COc1ccc(CNc2nc(-c3ccccc3)nn2C(=O)c2cccs2)cc1,-3,.,-14,5,-1.4,0.6,5,-1.1,-2.8
CCN(CC)c1ccc(C(=O)Nn2c(C)nc3ccccc3c2=O)cc1,-6,.,-13,-4,2.5,0.5,30,-3.6,2.7
COc1ccccc1CC(=O)c1ccccc1OC,-4,1.1,3,-1,-0.8,-3.6,-3,0.4,.
N#CCSc1ccc2nc(-c3ccccc3)cn2n1,-3,-0.8,0,134*,-1.3,-4.7,22,0.1,-1.4
CS(=O)(=O)c1ccc(-c2nnc(NC(=O)c3ccco3)o2)cc1,0,0.3,5,2,-0.9,-3.2,19,1.1,-0.1
Cc1ccc(-c2cc(C(=O)NCc3cn(C)nc3C)c3cc(Br)ccc3n2)cc1,-2,0.5,0,0,0.1,-6.9,13,2.8,2.8
CCCCN1CCN=C1N(C)C,-6,-1.7,-2,1,0.5,0.0,10,-0.1,0.5
COc1ccccc1-n1cnc2sc(C)c(C)c2c1=O,-6,-0.5,18,0,0.3,0.6,5,1.0,-1.3
CCc1ccc2[nH]c(=O)c(C(c3nnnn3CC3CCCO3)N3CCCc4ccccc43)cc2c1 (configuration not stated),-4,-0.8,-10,1,0.4,-4.7,2,0.6,-1.7
S=c1[nH]nc(-c2ccncc2)n1/N=C/c1ccccc1Cl,?,1.5,-31,2,.,-4.5,-11,-5.2,-0.9
Cc1ccc(N=C2NC(=O)/C(=C/c3cccnc3)S2)cc1C,11,-1.9,8,0,0.3,-0.2,8,-2.5,5.0
CC(Oc1nc2c(c(=O)n(C)c(=O)n2C)n1C)C1CCCCC1 (configuration not stated),1,.,-3,2,1.4,-2.0,1,-0.6,.
COC(=O)c1cn(C(=O)c2cc(Br)ccc2Cl)c2ccccc12,2,-4.5,-3,4,0.1,-2.6,1,-2.9,-1.3
O=[N+]([O-])c1cccc(C(O)C23CN4CN(CN(C4)C2)C3)c1 (configuration not stated),19,-1.4,9,0,0.5,-1.6,1,-3.5,-2.5
CCN(C(=O)COC(=O)CNC(=O)c1ccc(C)c(C)c1)C1CCS(=O)(=O)C1 (configuration not stated),2,.,-3,6,2.0,-0.9,14,0.6,-1.6
O=C(COC(=O)c1cnccn1)NCc1ccccc1Cl,3,-1.0,3,2,.,0.0,0,0.6,.
O=C(c1cc2cc(Cl)ccc2[nH]1)N1CCN(C(=O)c2ccco2)CC1,0,1.7,2,3,0.9,-1.3,-1,-0.9,0.3
CC(C)n1ncc2c(C(=O)NCCc3ccc(F)cc3)cc(C3CC3)nc21,-4,-0.1,-3,26,0.5,-3.3,7,0.8,.
O=C(NC(=S)Nc1ccccc1N1CCCC1)c1cccc(F)c1,0,.,-4,2,-1.1,-1.8,7,0.3,0.0
O=C(NCC(c1ccco1)N1CCCC1)c1cn(Cc2ccccc2)nc1-c1ccccc1 (configuration not stated),-2,1.7,-6,-1,-0.6,-2.0,-2,3.9,2.8
Cn1c(SCCOc2ccc(F)cc2)nnc1-c1ccncc1,-3,1.8,1,3,-0.7,1.6,9,0.0,-3.6
O=C(N/C=C\c1ccccc1)NCc1ccc(Cl)cc1,-3,1.1,-11,5,-1.6,-3.0,-2,-0.5,-0.4
COc1cc(C(=O)Nc2nnc(CC(=O)NCc3ccccc3)s2)cc(OC)c1OC,-6,-0.5,-7,-1,-1.2,-0.2,12,2.4,-1.1
COc1ccccc1NS(=O)(=O)c1ccc(-c2cnc(C3CC3)o2)cc1,-4,-1.4,1,3,-1.9,-0.6,6,-1.9,3.8

# Compound activity deposited in PubChem by several laboratories.
